Screening data deposited in PubChem by National Center for Advancing Translational Sciences (NCATS).
EPAC1 antag – EPAC1 (human) antagonism | 0.14% of 360,000 active | AID 720709 | O95398 | Potency, µM (titrated, usually from 115 µM), for inactives: at the top dose activity change, negative = inhibition, usual class: inhibitors | EPAC1 GEF assay, Rap1b-BODIPY-GDP exchange fluorescence;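 note: potency is the fitted concentration of half-maximal effect; plate controls were vehicle for no effect and positive control for full effect; nearly all actives have a fitted effect of over 50% in size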
MmCpn inh – M. maripaludis TRiC chaperonin inhibition | Potency, µM (top dose mostly 76.9 µM), inactives show top-dose activity, negative = inhibition, most hits filed as inhibitors | 0.031% of 330,000 active | purified Mm-Cpn ATPase, ADP Transcreener TR-FRET; note: potency is the fitted concentration of half-maximal effect; % is set by controls: 0 for no effect and ±100 for the full control effect; nearly all actives have a fitted effect of over 80% in size
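Inhibition of chaperonin ATP hydrolysis is measured as reduced ADP production, detected by competitive TR-FRET in which signal falls with ADP. Final enzyme 25 nM and ATP 10 uM, reacted 30 min at 37°C.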
EPAC2 antagonist – EPAC2 (human) antagonism; 0.18% of 360,000 active; Potency, µM (titrated, usually from 114 µM), without a hit: at the top dose activity, negative = inhibition, usual class: inhibitors; Q8WZA2; EPAC2 GEF exchange of Rap1B-BODIPY-GDP, fluorescence; note: potency is the fitted concentration of half-maximal effect; % is set by controls: 0 for no effect and ±100 for the full control effect; nearly all actives have a fitted effect of over 45% in size; many of its hits are not listed in these tables
EPAC1 agonist – EPAC1 (human) agonism | 0.073% of 360,000 active | Potency, µM (highest dose often 154 µM), for inactives: at the top dose activation, actives largely listed as activators | AID 720707 | EPAC1 agonist qHTS, biochemical assay; response scale: 100% = response to 6.5 mM cAMP; note: potency is the fitted concentration of half-maximal effect; nearly all actives have a fitted effect of over 60% in size
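Nucleotide exchange assay: 100 nM EPAC1 with 250 nM Rap1B loaded with BODIPY-GDP and 50 uM GDP, room temperature. Fluorescence (480/540 nm) read every 5 min for 30 min; signal change normalized to 6.5 mM cAMP as full agonist.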
WRN helicase inh – blocks human WRN helicase. Q14191. WRN helicase unwinding, fluorescent forked duplex, kinetic. Potency, µM (series often up to 114 µM), inactives show at the highest dose activity change, negative = inhibition, most hits filed as inhibitors. 0.46% of 360,000 active. AID 651768; note: potency is the fitted concentration of half-maximal effect; % is set by controls: 0 for no effect and ±100 for the full control effect; nearly all actives have a fitted effect of over 55% in size
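WRN at 20 nM final was preincubated with compound for 15 min at room temperature; reaction started with 100 nM forked duplex oligonucleotide carrying fluorophore and quencher plus 2 mM ATP (final). Unwinding followed kinetically by red fluorescence (ex 525/em 598 nm).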
PI5P4K alpha inh – blocks human PI5P4K alpha kinase activity. P48426. PI5P4Kalpha enzyme, ADP-Glo luminescence, 60 min; hits give low values. 1.2% of 330,000 active. max response, %; active = max response of -50% or lower; inconclusive = between -30% and -50%; inactive = -30% or higher; note: value at the top dose of about 77 µM; % is set by controls: 0 for no effect and ±100 for the full control effect
Target sequence (P48426 whole entry, looked up): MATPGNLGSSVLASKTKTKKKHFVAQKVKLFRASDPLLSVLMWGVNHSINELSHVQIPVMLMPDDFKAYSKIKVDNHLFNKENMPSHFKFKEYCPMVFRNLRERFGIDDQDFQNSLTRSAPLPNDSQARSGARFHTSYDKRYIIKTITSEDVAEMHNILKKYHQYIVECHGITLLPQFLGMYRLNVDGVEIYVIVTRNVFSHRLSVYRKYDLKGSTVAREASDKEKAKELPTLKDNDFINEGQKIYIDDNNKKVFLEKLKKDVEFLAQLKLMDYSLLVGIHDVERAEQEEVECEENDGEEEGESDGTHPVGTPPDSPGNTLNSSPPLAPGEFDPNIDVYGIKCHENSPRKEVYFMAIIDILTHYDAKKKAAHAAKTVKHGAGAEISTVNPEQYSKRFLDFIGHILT
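Single end-point luminescence (ADP-Glo) quantified ADP from PI5P4Kalpha turnover; ATP 5 microM final, 1 h at RT, 0.1% CHAPS and 0.28 mM EGTA in HEPES pH 7.4.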
PLK1 PBD inh – inhibitors of human PLK1 polo-box domain binding; P53350; Plk1 PBD binding of FITC phosphopeptide, fluorescence polarization; Potency, µM, for the others: max response, negative = inhibition, actives largely listed as inhibitors; 2.8% of 360,000 active; note: potency is the fitted concentration of half-maximal effect; series mostly up to about 57 µM; % is set by controls: 0 for no effect and ±100 for the full control effect; nearly all actives have a fitted effect of over 65% in size
Target sequence (P53350 whole entry, looked up, the tested form may be a part): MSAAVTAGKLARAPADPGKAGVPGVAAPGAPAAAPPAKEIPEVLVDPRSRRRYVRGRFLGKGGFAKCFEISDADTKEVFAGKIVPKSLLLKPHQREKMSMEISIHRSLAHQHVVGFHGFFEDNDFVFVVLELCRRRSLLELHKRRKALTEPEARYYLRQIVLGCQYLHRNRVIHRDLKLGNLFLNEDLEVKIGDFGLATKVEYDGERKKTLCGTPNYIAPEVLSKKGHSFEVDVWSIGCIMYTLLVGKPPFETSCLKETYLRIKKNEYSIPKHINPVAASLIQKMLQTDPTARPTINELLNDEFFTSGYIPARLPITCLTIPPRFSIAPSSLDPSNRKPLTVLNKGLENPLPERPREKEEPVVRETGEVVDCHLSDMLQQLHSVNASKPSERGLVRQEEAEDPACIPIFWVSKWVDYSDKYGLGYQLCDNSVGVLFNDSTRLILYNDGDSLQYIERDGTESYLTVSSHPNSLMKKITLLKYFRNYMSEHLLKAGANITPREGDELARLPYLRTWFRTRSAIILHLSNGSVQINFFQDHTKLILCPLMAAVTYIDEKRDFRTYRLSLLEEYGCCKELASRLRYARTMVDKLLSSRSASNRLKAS
CCT chaperon mod – cytosolic chaperonin activity modulation; purified chaperonin ATPase assay, HTRF ADP detection, 30 min; activity change, % (concentration not given with the values), hits read low; 0.3% of 360,000 active; AID 651819; in the data active = activity change below about -30%; note: % is set by controls: 0 for no effect and ±100 for the full control effect
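ATPase activity: ADP formed was measured by HTRF Transcreener (665/615 nm ratio) after 30 min at 37 deg C with 10 uM ATP. Compounds screened at one 76 uM concentration against 40 or 20 nM TRiC in Tris pH 7.4/KCl/MgCl2/DTT buffer.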
Active calls of the source: *; ? = inconclusive; · = not tested or not shown; [ ] = dose if it differs, or a comment. Unless noted, calls come from the whole dose curve; as a rule, active = well fitted curve in the direction sought with a large enough effect; inconclusive = small, poorly fitted or top-dose-only effect, or another doubt; inactive = no such curve, though single readings can be large; an effect the other way counts as inactive or inconclusive. Not all compounds are listed; rates above refer to the full screens.

SMILES	EPAC1 antag	MmCpn inh	EPAC2 antagonist	EPAC1 agonist	WRN helicase inh	PI5P4K alpha inh	PLK1 PBD inh	CCT chaperon mod
C[C@@H](NC(=O)Cn1ccc(NC(=O)OCc2ccccc2)nc1=O)c1cccc2ccccc12	-2%	0%	-1%	2%	-12%	-5	-7%	-2.2
O=C(COC(=O)CCS(=O)(=O)c1ccccc1)NC(=O)c1ccc(OC(F)F)cc1	-11%	0%	-2%	17%	-14%	3	-5%	-1.1
O=C(Nc1c(-c2ccc(Cl)cc2)[nH][nH]c1=O)c1ccccn1	?	·	-19%	-1%	-3%	0	-7%	1.0
COc1ccc(NC(=O)CN(C)C(=O)C(Sc2ccccc2)c2ccccc2)cc1 (stereo not given)	3%	1%	-23%	-1%	-2%	0	?	-1.5
Cc1ccc(OCC(=O)OCC(=O)N2c3ccccc3CC2C)cc1C (stereo not given)	-11%	-2%	-7%	8%	-1%	14	-4%	-0.7
O=C1CN(S(=O)(=O)c2ccc([N+](=O)[O-])cc2)CC(=O)N1	13%	-2%	6%	7%	3%	2	-10%	-52*
Cc1cccc(NC(=O)/C(=C\c2ccco2)NC(=O)c2cccs2)c1	1%	1%	4%	-1%	-10%	-29	-20%	0.6
CN(C)c1cccc(C(=O)OCC(=O)N(Cc2ccccc2)C2CCS(=O)(=O)C2)c1 (stereo not given)	?	-3%	-6%	4%	5%[57.1 µM]	-9	5%	-0.9
COc1ccc(S(=O)(=O)N2CCN(C)CC2)cn1	-5%	0%	3%	2%	2%	2	-9%	-0.9
CCCOc1ccc(CN2CCOCC2)cc1OC	?	1%	18%	-2%	6%	1	-9%	-1.5

Overlap with the part before: three entries, then new ones.
SMILES	EPAC1 antag	MmCpn inh	EPAC2 antagonist	EPAC1 agonist	WRN helicase inh	PI5P4K alpha inh	PLK1 PBD inh	CCT chaperon mod
CN(C)c1cccc(C(=O)OCC(=O)N(Cc2ccccc2)C2CCS(=O)(=O)C2)c1 (stereo not given)	?	-3%	-6%	4%	5%[57.1 µM]	-9	5%	-0.9
COc1ccc(S(=O)(=O)N2CCN(C)CC2)cn1	-5%	0%	3%	2%	2%	2	-9%	-0.9
CCCOc1ccc(CN2CCOCC2)cc1OC	?	1%	18%	-2%	6%	1	-9%	-1.5
CCN(CC)C(=O)C1CCN(S(=O)(=O)c2c(C)noc2/C=C/c2cccc(C)c2)CC1	-19%	-2%	7%	15%	-9%	3	-4%	-2.0
NS(=O)(=O)c1cccc(NC(=O)CSc2nc3ccc(Cl)cc3[nH]2)c1	-2%	3%	-5%	-4%	-11%	-25	-5%	1.4
COc1ccc(C2C(C(=O)c3ccco3)=C(O)C(=O)N2c2nnc(C)s2)cc1OC (stereo not given)	-9%	-5%	-9%	6%	-17%	9	-7%	1.4
O=C(CSc1nnc(CNC(=O)c2ccccc2F)o1)c1ccccc1	-1%	2%	-2%	5%	-8%	-10	?	0.3
COc1ccc(C=O)cc1COc1ccc2c(c1)OCO2	-8%	1%	-18%	12%	-16%	0	-4%	-4.2
CCCCc1c(C)c(C#N)c2[nH]c3ccccc3n2c1=O	14%	?	0%	-2%	2%	11	-15%	-7.2
COc1cccc(-c2nc(CS(=O)(=O)CC(=O)N3CCCCC3)c(C)o2)c1	15%	-4%	12%	-5%	1%	18	-11%	-2.6
Cc1ccc(C)c(S(=O)(=O)Nc2ccc3cn[nH]c3c2)c1	?	2%	-16%	0%	-3%	1	-3%	-0.9
NC(=O)c1ccc(Oc2cccc3cccnc23)c([N+](=O)[O-])c1	1%	-2%	-3%	11%	-9%	-28	-11%	-21
CC1(C(=O)NS(=O)(=O)c2cccc(Cl)c2)CCN1C(=O)CCc1ccc(Cl)cc1Cl (stereo not given)	-10%	·	-17%	-8%	-2%	-1	-12%	0.4
COC(=O)c1ccc(NC(=O)CN2CCN(c3ccc(Cl)cc3)CC2)cc1	2%	-1%	-17%	10%	-2%	3	-14%	-2.1
Cc1ccc(C(C)C)c(OCCn2c(=O)oc3ccccc32)c1	-4%	0%	3%	-15%	-11%	14	-9%	2.0
Cc1ccc(S(=O)(=O)NC(=O)N(CCC#N)Cc2ccccc2)cc1	-15%	-1%	2%	10%	6%	2	-3%	-1.5
CC(=O)NC1(c2cccc(F)c2)CCN(CC(=O)NC2CCCCC2)CC1	18%	-3%	2%	0%	6%	4	-5%	0.1
Cc1nnc2n1N=C(c1ccccc1)CS2	11%	-2%	3%	-3%	5%	2	3%	-0.1
O=C(CSc1nc(-c2ccccc2)nc2ccccc12)Nc1nccs1	3%	2%	-3%	7%	-1%[57.1 µM]	·	-7%	0.0
O=C(NCCN1CCCC(O)C1)c1cc(COc2ccc(F)cc2Cl)on1 (stereo not given)	11%	-1%	1%	-2%	-3%[57.1 µM]	-5	-4%	-1.3
CCOc1ccc(N2C(=O)Nc3ccccc3C2(O)C(=O)NCc2ccc(OC)cc2)cc1 (stereo not given)	-2%	0%	9%	-4%	2%	2	8%	-3.2
CC(=O)C1=C(C)N(Cc2ccccc2)C(=O)N[C@H]1c1cccc(C(F)(F)F)c1	-1%	1%	?	-9%	0%	-4	-18%	-0.8
O=C(NCc1ccccc1)C1=C[C@@H](c2coc3ccccc3c2=O)C[C@@H](OCCCCO)O1	-5%	·	11%	-4%	-1%	0	-8%	-4.8
O=C1/C(=C/c2ccc([N+](=O)[O-])cc2)C=C(c2ccccc2)N1c1ccc(O)cc1	-2%	0%	-6%	8%	-13%	·	-3%	1.1
O=C(NCCNC(=O)c1ccc(Cl)cc1Cl)c1cnccn1	2%	0%	-5%	6%	-8%	4	1%	-1.2
Cc1cc(C)cc(OCCNC(=O)C(C)N2C(=O)c3ccccc3C2=O)c1 (stereo not given)	28%	?	3%	-2%	-4%	0	-7%	1.3
Cc1nc(NC(=O)/C=C/c2ccccc2)sc1C(=O)Nc1ccccc1Cl	-5%	-2%	0%	9%	-6%	-1	3%	-2.5
CN1CCN(/N=C/c2ccc(-c3ccc([N+](=O)[O-])cc3)o2)CC1	6%	-6%	6%	11%	0%	-1	6%	0.5
CC1(OC(=O)C2CCCC2)C(=O)C=C2C=C(c3ccsc3)N(Cc3ccco3)C=C2C1=O (stereo not given)	?	1%	6%	-15%	-14%	?	-28%	0.8
Cc1nc2ccccn2c1C(=O)Nc1ccc2c(c1)OCCO2	-6%	-1%	21%	-3%	9%	-5	-3%	0.1
CC(C)C(NC(=O)c1ccccc1)C(=O)NC1=NCCS1 (stereo not given)	18%	1%	3%	-4%	1%	·	-2%	0.2
COc1ccc([C@@H]2[C@@H]3C(=O)N(C(C)(C)C)C(=O)[C@@H]3[C@]3(CC(C)C)C(=O)N(c4ccc(C(F)(F)F)cc4)C(=O)N23)cc1	-8%	1%	7%	8%	5%	-5	-7%	-1.4
CC(C)(C)C(=O)NC(=S)Nc1ccccc1C(N)=O	16%	-1%	12%	-10%	7%	0	-3%	-1.3
Cc1ccc(NCc2n[nH]c(=S)n2-c2ccccc2)cc1	12%	-4%	22%	1%	2%	-1	-19%	-4.0
CSc1nc(N2CCOCC2)c2ccccc2n1	-3%	-3%	-8%	5%	0%	·	-8%	-0.5
O=C(Nc1ccc2[nH]c(=O)[nH]c2c1)c1c(F)c(F)c(F)c(F)c1F	-7%	1%	3%	3%	7%	-5	5%	-1.0
Cc1c([N+](=O)[O-])c([N+](=O)[O-])nn1CC(=O)N1CCCCC1	-4%	3%	-8%	8%	7%	7	-21%	-2.1
CC(C)Sc1nc2ccc(N3C(=O)C4CCCCC4C3=O)cc2s1 (stereo not given)	-7%	2%	-2%	-1%	-6%	0	-11%	1.5
Cc1ccc(S(=O)(=O)N2[C@@H](c3ccccc3F)C(C(=O)O)=CC[C@H]2c2ccc(Cl)cc2)cc1	0%	3%	5%	-20%	9%	10	-16%	-2.9
CN(C(=O)COC(=O)c1cc2ccccc2cc1O)c1ccccc1	-19%	1%	-13%	11%	5%	9	-8%	-0.7
Cc1cccc(NC(=O)Nc2cccc(F)c2)n1	4%	2%	-4%	3%	7%	-2	-8%	-5.4
CN(c1ccccc1)S(=O)(=O)c1cccc(NC(=O)CN2CCc3ccccc3C2)c1	1%	-6%	-1%	10%	0%	1	5%	2.6
COCCOC(=O)c1c(C)oc2ccc(NS(=O)(=O)c3ccc(C(=O)O)cc3)cc12	7%	-1%	18%	-14%	-28%[57.1 µM]	-2	-6%	-1.0
NC(=O)c1cccnc1Nc1ccccc1Cl	21%	1%	-8%	2%	0%	20	-1%	-2.8
CC(CCC(=O)O)C1CCC2C3C(O)CC4CC(O)CCC4(C)C3CC(O)C12C (stereo not given)	0%	1%	6%	-13%	-5%	9	-9%	-2.0
O=C(C1CCN(S(=O)(=O)c2cccc3cccnc23)CC1)N1CCn2c1nc1ccccc12	-13%	-5%	-16%	3%	-4%	5	-15%	-2.6
O=C(OCC(=O)N(CCc1ccccc1)Cc1ccccc1)c1cccc(S(=O)(=O)N2CCOCC2)c1	2%	·	0%	2%	-6%	6	-11%	1.0
C[C@@]12C(=O)Nc3ccc(F)cc3C(=O)N1[C@H]1c3cc(Br)ccc3OC[C@@H]1[C@@H]2c1ccccc1	?	-24%	-5%	1%	-7%	-7	-10%	-4.8
CCOC(=O)CNC(=O)Cn1cnc2c(nnn2-c2ccc(OC)cc2)c1=O	-5%	4%	12%	8%	-1%	12	1%	1.7
CCOC(=O)c1csc(-n2nc(C)cc2C(F)(F)F)n1	1%	-2%	5%	-12%	2%	3	?	-0.5
Cc1cc(=O)oc2cc(OCC(=O)N3CCN(C(=O)c4ccco4)CC3)ccc12	-10%	1%	-6%	1%	0%	0	-5%	-2.2
COc1ccc(NC(=O)c2ccccc2SC)cc1OC	-6%	0%	3%	-4%	0%	0	-6%	-0.6
CC(C(=O)NC1CCCc2ccccc21)N1C(=O)C2CCCCC2C1=O (stereo not given)	14%	0%	0%	-11%	8%	2	0%	1.3
O=C(Oc1cccc(C(=S)N2CCOCC2)c1)c1cccc([N+](=O)[O-])c1	-8%	0%	0%	-2%	14%	1	-25%	0.1
Cc1ccc(C2C(C#N)=C(N)Oc3c2c(=O)n(C)c(=O)n3C)cc1 (stereo not given)	1%	-3%	-1%	2%	-6%[57.1 µM]	-8	-28%	-0.6
COc1ccc(-n2c(Cc3cccn3C)nnc2SCC(=O)Nc2cccc(C)c2C)cc1	-18%	-7%	-8%	0%	3%	-3	-5%	-1.5
